CHRM4 agonist – agonists of human muscarinic M4 receptor (CHRM4) | P08173 | CHO-K1 hM4/Gqi5, Fluo-8 calcium fluorescence; vehicle 0%, full acetylcholine response 100% | hit rate 0.14% among 360,000 | activation, % at 3 µM;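 active = activation above the run mean over all test wells plus 3 SD, cut at about 32% in these data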;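 note: peak over basal fluorescence ratio per well then scaled between controls; 0% = DMSO wells and 100% = acetylcholine at EC100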
M1 antag – antagonists of human M1 muscarinic receptor; P11229; CHO-K1 hM1, Fluo-8 calcium fluorescence, ACh EC80 antagonist; inhibition, % at 3 µM; hit rate 1.3% among 360,000; AID 588852;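 active = percent inhibition above its own plate's cutoff, namely the mean of that plate's compound wells plus 3 SD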;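 note: peak over basal fluorescence ratio during 140 s after agonist addition; 0% = ACh EC80 plus DMSO and 100% = DMSO alone without agonist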
Target sequence (P11229 whole entry, looked up): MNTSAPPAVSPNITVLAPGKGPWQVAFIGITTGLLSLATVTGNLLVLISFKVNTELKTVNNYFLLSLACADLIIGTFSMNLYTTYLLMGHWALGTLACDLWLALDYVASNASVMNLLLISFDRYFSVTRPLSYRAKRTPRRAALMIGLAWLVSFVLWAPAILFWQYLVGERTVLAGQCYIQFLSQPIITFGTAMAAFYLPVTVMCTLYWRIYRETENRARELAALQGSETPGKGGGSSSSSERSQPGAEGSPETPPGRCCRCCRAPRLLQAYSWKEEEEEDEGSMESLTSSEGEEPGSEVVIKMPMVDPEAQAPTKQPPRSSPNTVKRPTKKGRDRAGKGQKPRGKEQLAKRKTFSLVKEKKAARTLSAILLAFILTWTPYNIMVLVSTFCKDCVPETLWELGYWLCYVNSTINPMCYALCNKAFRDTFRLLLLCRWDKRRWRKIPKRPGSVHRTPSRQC
CRFBP-R2 agonist – CRF-BP/CRF-R2 complex agonism. HEK293 CRF-R2/CRF-BP, calcium dye fluorescence (FLIPR); percent of saturating CRF peptide response. activation, % at 13.2 µM. hit rate 0.46% among 350,000. AID 588473;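 active = activation of at least 50%, plus an integration ratio under a set limit after plate pattern correction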;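 note: plate controls were neutral control wells without compound for no effect and CRF at EC100 for full effect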
CHRM4 PAM – potentiates acetylcholine response at human M4 receptor. P08173. CHO-K1 hM4/Gqi5, Fluo-8 calcium fluorescence, ACh EC20; 0% = ACh EC20, 100% = maximal ACh. activation, % at 3 µM. hit rate 0.4% among 360,000;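 active = activation above its plate's cutoff, the mean activation of sample wells plus 3 SD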; note: some results filed as inactive read as strong as hits
M4 antag – CHRM4 antagonism in calcium assay; hit rate 0.73% among 360,000; AID 624125; CHO-hM4 cells, ACh EC80, Fluo-8 calcium fluorescence; inhibition, % at 3 µM;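 active = inhibition above its plate's cutoff, the mean inhibition of sample wells plus 3 SD, cut at about 27% in these data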;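 note: 0% = acetylcholine EC80 with DMSO and 100% = DMSO without agonist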
M1 PAM – human CHRM1 positive allosteric modulation | P11229 | CHO-K1 hM1, Fluo-8 calcium fluorescence, ACh EC20; 0% = ACh EC20, 100% = maximal ACh | activation, % at 3 µM | hit rate 0.088% among 360,000 | AID 588819; in the data active = activation above about 19%, passing the limit was not always enough
CHRM5 agonist – agonists of human muscarinic M5 receptor (CHRM5); activation, % at 3 µM; P08912; CHO-K1 hM5 cells, Fluo-8 calcium fluorescence; 0% DMSO wells, 100% maximal acetylcholine response; hit rate 0.19% among 360,000; AID 624037;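 active = activation above the run's mean over test compounds plus 3 SD, cut at about 23% in these data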;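 note: signal is peak over basal fluorescence ratio across the kinetic read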
Target sequence (P08912 whole entry, looked up): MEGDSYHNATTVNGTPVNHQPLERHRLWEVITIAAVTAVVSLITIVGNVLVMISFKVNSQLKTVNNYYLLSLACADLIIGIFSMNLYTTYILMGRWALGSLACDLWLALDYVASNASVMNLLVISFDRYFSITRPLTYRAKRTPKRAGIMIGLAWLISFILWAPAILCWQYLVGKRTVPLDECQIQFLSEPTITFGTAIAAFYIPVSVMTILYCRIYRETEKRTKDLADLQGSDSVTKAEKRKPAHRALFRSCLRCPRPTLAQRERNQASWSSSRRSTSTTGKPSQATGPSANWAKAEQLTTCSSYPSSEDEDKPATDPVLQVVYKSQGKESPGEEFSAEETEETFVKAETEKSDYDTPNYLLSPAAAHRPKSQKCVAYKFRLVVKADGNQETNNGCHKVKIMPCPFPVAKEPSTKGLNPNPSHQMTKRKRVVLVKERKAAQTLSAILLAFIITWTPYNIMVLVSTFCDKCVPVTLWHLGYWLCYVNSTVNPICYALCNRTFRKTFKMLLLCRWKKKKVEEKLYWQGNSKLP
M5 antag – antagonists of human muscarinic M5 receptor (CHRM5); inhibition, % at 3 µM; CHO-hM5 cells, Fluo-8 calcium fluorescence, ACh EC80; P08912; hit rate 0.59% among 360,000;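 active = inhibition above a per-plate cutoff, the mean of that plate's test compounds plus 3 SD, cut at about 27% in these data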;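 note: 0% = acetylcholine EC80 with DMSO and 100% = DMSO without agonist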
M5 PAM – positive allosteric modulators of human muscarinic M5 receptor | P08912 | CHO-K1 hM5, Fluo-8 calcium, ACh EC20 PAM; 0% = ACh EC20, 100% = ACh EC100 | activation, % at 3 µM | hit rate 0.3% among 360,000;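 active = activation above the run cutoff, the mean activation of all test compounds plus 3 SD, cut at about 18% in these data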
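System: CHO-K1 cell line with stable human muscarinic M5 receptor expression | Also added: EC20 acetylcholine as agonist stimulus | Compound: One concentration, 3 µM final (nominal) | Timing: Fluo-8 loading 80 min at 37 °C plus 30 min room temperature | Measured by: Fluo-8 calcium dye fluorescence, kinetic read | Read-out basis: % activation, ACh-normalized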
Starred values were filed as active, the others as inactive; . = not tested or not shown.

No.	Compound	CHRM4 agonist	M1 antag	CRFBP-R2 agonist	CHRM4 PAM	M4 antag
1	COC(=O)C1=C(C)N(Cc2ccccc2)C(=NCc2ccc(OC)cc2)N[C@H]1c1cccc(F)c1	16.1	11.0	10.0	-0.3	19.6
2	CCCCCn1nnnc1-c1nc2cc3ccccc3cc2[nH]c1=O	8.4	.	.	-3.4	14.8
3	Cc1nn(CCc2nn[nH]n2)c2nc(-c3ccc(Br)cc3)cc(C(F)(F)F)c12	0.3	-17.1	4.2	-0.7	-1.6
4	CCCCC(=NCCO)C1=C(O)C(C(=O)OC)C(C)(C)CC1=O (stereo not drawn)	0.3	5.9	-0.4	-2.2	6.4
5	Clc1ccc(SCCOCCN2CCc3ccccc3C2)cc1	3.6	12.6	4.6	-18.9	-13.5
6	CC1(C)CC(=O)C(=CN2CCOCC2)C(=O)C1	1.3	-8.4	-1.5	0.7	1.1
7	O=c1[nH]c(Nc2ccccc2Cl)cc2ccccc12	4.8	-1.7	3.0	-0.7	6.5
8	Cn1nc(-c2ccc(Cl)cc2)cc1NC(=O)CC(C)(C)CC(=O)O	0.5	-13.8	10.2	3.4	2.3

No.	M1 PAM	CHRM5 agonist	M5 antag	M5 PAM
1	-2.9	1.4	18.7	-5.1
2	.	6.1	8.8	-4.0
3	10.9	1.3	2.6	-2.9
4	2.7	1.2	-2.2	0.4
5	-26.1	-9.4	-17.5	-9.3
6	9.5	-2.5	6.1	-10.4
7	1.6	2.7	13.0	-0.3
8	15.3	3.1	14.8	1.9

Later entries.
No.	Compound	CHRM4 agonist	M1 antag	CRFBP-R2 agonist	CHRM4 PAM	M4 antag
9	CCCCN(C(=O)CSCc1c(C)noc1C)c1c(N)n(CCC)c(=O)[nH]c1=O	1.0	-8.4	-0.1	0.8	-1.9
10	COc1ccc(N(CC(=O)NCCC2=CCCCC2)S(=O)(=O)c2c(C)[nH]c(=O)[nH]c2=O)cc1	0.3	-4.9	0.2	2.7	4.5
11	CC(Sc1nnc(-c2ccco2)n1C)C(=O)N(C)C1CCCCC1 (stereo not drawn)	0.1	0.1	-0.5	2.2	0.2
12	CC1CN(C(=O)c2cc3ccccc3cc2O)CC(C)O1 (stereo not drawn)	1.1	-10.3	-0.1	-0.5	1.8
13	Cc1c(NC(=O)Nc2ccccc2C(F)(F)F)c(=O)n(-c2ccccc2)n1C	0.3	2.1	1.1	1.4	7.1
14	COCc1nnc(NS(=O)(=O)c2ccccc2)s1	0.2	-28.5	0.1	1.9	-1.1
15	O=C(NC(Cc1c[nH]c2ccccc12)C(=O)NCc1ccc(F)cc1)OCc1ccccc1 (stereo not drawn)	10.0	9.4	0.7	-9.8	3.3
16	Cc1ccc(-c2noc(CCC(=O)NC3CCCc4ccccc43)n2)cc1 (stereo not drawn)	2.1	-22.2	0.2	2.1	3.1

No.	M1 PAM	CHRM5 agonist	M5 antag	M5 PAM
9	7.0	-5.2	7.0	-3.2
10	6.1	0.0	4.7	3.3
11	2.7	0.1	8.6	-9.1
12	11.0	-0.1	0.9	4.0
13	2.9	-3.9	5.7	6.8
14	6.7	-1.4	2.4	0.2
15	-13.1	2.9	9.4	-8.4
16	3.3	-8.4	-0.5	3.2

As a working copy, two of the compounds above:
No.	Compound	CHRM4 agonist	M1 antag	CRFBP-R2 agonist	CHRM4 PAM	M4 antag
9	CCCCN(C(=O)CSCc1c(C)noc1C)c1c(N)n(CCC)c(=O)[nH]c1=O	1.0	-8.4	-0.1	0.8	-1.9
10	COc1ccc(N(CC(=O)NCCC2=CCCCC2)S(=O)(=O)c2c(C)[nH]c(=O)[nH]c2=O)cc1	0.3	-4.9	0.2	2.7	4.5

No.	M1 PAM	CHRM5 agonist	M5 antag	M5 PAM
9	7.0	-5.2	7.0	-3.2
10	6.1	0.0	4.7	3.3

Next structures follow:
No.	Compound	CHRM4 agonist	M1 antag	CRFBP-R2 agonist	CHRM4 PAM	M4 antag
17	O=c1ccn(-c2cccc(C(F)(F)F)c2)nc1-c1ccn(-c2ccccc2)n1	1.8	-7.4	-2.6	6.2	-2.4
18	O=C(NCCCN1CCCC1)c1cc(Sc2ccc(F)cc2)nc2ccccc12	2.3	10.2	0.5	-2.1	-5.8
19	C=CCN1/C(=C(\C#N)C2=NS(=O)(=O)c3ccccc32)N(C)c2ccccc21	3.6	1.8	0.5	2.2	-6.7
20	Cc1cc(C)c2c(=O)[nH]n(C3CCCCCC3)c2n1	0.2	-1.6	-0.4	1.0	-6.0
21	Cc1ccc(-n2[nH]c(=O)c3cccnc32)cc1	-1.4	-11.6	0.0	7.4	1.7
22	C[C@@H]1NC(=O)[C@H](CCCN=C(N)N)NC(=O)c2cc([N+](=O)[O-])cc(I)c2NCCC[C@@H](C(N)=O)NC1=O	0.8	0.2	1.0	11.4	-0.1
23	Cc1ccc(C(=O)NCC(c2ccco2)N2CCc3ccccc32)cc1C (stereo not drawn)	1.3	-5.9	0.5	13.5	-10.6
24	Cc1ccccc1CN1C(=O)c2ccccc2Sc2ccc(C(=O)NCCN3CCOCC3)cc21	9.8	-2.6	11.4	-1.8	-16.6

No.	M1 PAM	CHRM5 agonist	M5 antag	M5 PAM
17	6.7	-3.2	-3.2	5.6
18	-11.6	-2.1	-4.4	9.0
19	0.4	2.1	3.1	-10.9
20	4.9	2.9	-2.5	2.0
21	6.9	1.0	-1.3	3.3
22	5.1	-0.4	4.8	4.5
23	4.7	-7.0	8.1	-8.4
24	0.1	-1.1	4.9	-0.8

Following part.
No.	Compound	CHRM4 agonist	M1 antag	CRFBP-R2 agonist	CHRM4 PAM	M4 antag
25	Cc1cccc(/C=N/NC(=O)Cn2nnnc2N)n1	0.4	-11.7	0.7	-11.7	0.1
26	COc1cccc(OCC(O)CO)c1 (stereo not drawn)	0.5	-0.4	1.0	3.7	-1.3
27	CCOc1ccc(NC(=S)N2CCN(c3ccc(N4CCOCC4)nn3)CC2)cc1	0.3	-6.0	0.5	1.5	-3.3
28	Cc1cccc(N2CCN(C(=O)CCNS(=O)(=O)c3ccc4c(c3)oc(=O)n4C)CC2C)c1 (stereo not drawn)	18.6	4.1	0.3	-1.1	-6.0
29	COc1ccccc1NC(=O)Nc1ccnn1Cc1cccs1	2.1	17.3	1.4	-2.4	1.7
30	Cc1ccc(S(=O)(=O)NC(=S)c2ccccc2)cc1	0.6	-19.8	1.1	2.8	9.9
31	Nc1ccc2c(c1)C(O)c1cccc(C(=O)O)c1-2 (stereo not drawn)	0.2	8.4	-0.9	-0.3	2.0
32	Cc1ccc(C(=O)NC(N(C)C)C(Cl)(Cl)Cl)cc1 (stereo not drawn)	1.4	-4.4	-1.1	2.6	-9.9

No.	M1 PAM	CHRM5 agonist	M5 antag	M5 PAM
25	1.0	1.3	-4.3	8.6
26	2.5	0.6	2.2	-0.3
27	11.8	-4.4	5.5	-3.5
28	-10.7	1.6	-5.8	-12.4
29	-2.6	-0.8	0.6	-2.9
30	24.4	2.4	-4.4	11.2
31	-7.0	0.5	12.2	-14.1
32	4.9	-0.2	10.7	-3.7

Continued:
No.	Compound	CHRM4 agonist	M1 antag	CRFBP-R2 agonist	CHRM4 PAM	M4 antag
33	COc1ccc(N(C(C)=O)C2C=CS(=O)(=O)C2)c(OC)c1 (stereo not drawn)	1.1	-20.7	0.0	12.5	-4.6
34	Cc1ccc(OCCN(C)C(=O)C2CCC(=O)N(CCCN3CCCC3=O)C2)cc1 (stereo not drawn)	0.5	-1.5	1.1	-6.8	9.0
35	CSc1cccc(-n2cc(-c3ccc4c(c3)OCO4)[nH]c2=O)c1	3.4	1.5	-0.9	8.1	-2.4
36	CCN(CC)CCN1CCN(c2cncc(-c3ccc4ccccc4c3)n2)CC1	1.5	2.7	.	-0.1	-10.8
37	O=C(c1ccc(-c2cccc([N+](=O)[O-])c2)o1)N1CCN(c2ccc([N+](=O)[O-])cc2)CC1	3.1	1.2	0.2	-1.6	-7.6
38	CC(C)C[C@@H](CNCC(=O)[C@H](C)NC(=O)c1[nH]cnc1C(=O)N[C@@H](C)CN)NC(=O)c1nc[nH]c1C(=O)N[C@@H](CC(=O)O)C(=O)O	0.3	-4.7	-4.4	-3.3	4.1
39	CCC(C)[C@H](N)C(=O)NC[C@H]1CC[C@H](C(=O)N[C@@H](Cc2ccccc2)C(=O)O)CC1 (stereo partly drawn)	0.4	-14.6	1.8	-5.3	-21.9
40	COc1cc(O)ccc1/C=N/NC(=O)c1ccc([N+](=O)[O-])cc1	0.4	-1.6	-1.0	1.1	0.8

No.	M1 PAM	CHRM5 agonist	M5 antag	M5 PAM
33	10.1	2.5	-0.8	5.3
34	-1.8	-2.7	11.3	-5.1
35	8.4	3.2	-3.9	-1.5
36	-2.9	-2.5	2.7	-1.5
37	1.2	2.8	4.0	-6.8
38	2.4	1.1	-3.7	1.4
39	17.2	-2.5	-0.5	7.0
40	7.6	-6.8	4.2	0.3

Copied from the list.
Under CHRM5 agonist, O=C(c1ccc(-c2cccc([N+](=O)[O-])c2)o1)N1CCN(c2ccc([N+](=O)[O-])cc2)CC1 is listed with 2.8
Under M5 antag, CCC(C)[C@H](N)C(=O)NC[C@H]1CC[C@H](C(=O)N[C@@H](Cc2ccccc2)C(=O)O)CC1 (stereo partly drawn) is listed with -0.5
Under CHRM4 agonist, CC(C)C[C@@H](CNCC(=O)[C@H](C)NC(=O)c1[nH]cnc1C(=O)N[C@@H](C)CN)NC(=O)c1nc[nH]c1C(=O)N[C@@H](CC(=O)O)C(=O)O is listed with 0.3
Under CRFBP-R2 agonist, CSc1cccc(-n2cc(-c3ccc4c(c3)OCO4)[nH]c2=O)c1 is listed with -0.9
Under M1 PAM, COc1ccc(N(C(C)=O)C2C=CS(=O)(=O)C2)c(OC)c1 (stereo not drawn) is listed with 10.1

Next part:
No.	Compound	CHRM4 agonist	M1 antag	CRFBP-R2 agonist	CHRM4 PAM	M4 antag
41	CC1CCCCC12NC(=O)N(CC(=O)N1CCN(Cc3ccc(C#N)cc3)CC1)C2=O (stereo not drawn)	1.8	-13.5	0.2	12.5	-0.3
42	Cc1ccccc1N1CCN(C2CCCN(C(=O)c3cc(CC(C)C)nn3C)C2)CC1 (stereo not drawn)	4.8	-7.3	-1.4	-1.6	0.7
43	O=C(CSC1=Nc2ccccc2C2=NC(c3ccccc3)C(=O)N12)NCC1CCCO1 (stereo not drawn)	-0.2	-16.8	0.1	2.6	0.4
44	FC(F)(F)c1cc(C(F)(F)F)c2ccc(N3CCN(c4ncccn4)CC3)nc2n1	0.0	-5.3	-0.6	6.3	2.6
45	Cc1ccc(-c2nnc3c(C(F)(F)F)nc4ccccc4n23)cc1	0.5	4.4	-2.8	5.7	4.2
46	CC(OC(=O)CCCc1nc2ccccc2s1)C(N)=O (stereo not drawn)	1.2	-39.5	1.5	0.5	6.3

No.	M1 PAM	CHRM5 agonist	M5 antag	M5 PAM
41	17.2	2.1	16.9	-1.7
42	2.5	-2.4	-21.3	5.7
43	10.9	-1.4	0.5	2.5
44	0.3	-1.2	-1.4	5.5
45	-3.6	-1.7	-1.9	-2.5
46	12.9	1.9	0.6	-9.0
